Source: PubChem
SRC3 TRFRET art – TR-FRET artefact, counter-screen to PPARgamma/SRC-3 agonist assay. PPARgamma/SRC-3 format; hits give high values. TR-FRET ratio at 8 µM. 99,000 compounds, 0.39% hits; in the data active = TR-FRET ratio above about 2000; note: inactives centre near 1600; reference of the scale not given here
SRC1 TRFRET art – counter-screen for PPARgamma SRC-1 recruitment agonists: TR-FRET artefact. TR-FRET detection artefact counter-screen, emission ratio; hits give high values. TR-FRET ratio at 8 µM. 99,000 compounds, 0.34% hits. AID 1051; in the data active = TR-FRET ratio above about 2300; note: inactives centre near 1800; reference of the scale not given here
Numbers without * were called inactive. Only part of the results is shown; count on the stated rates, not on these rows.

How did CCOC(=O)Cn1nc(C)n(-c2c(C)cccc2C)c1=O do in these assays?
SRC3 TRFRET art: 1434; SRC1 TRFRET art: 2011

Results for CCOC(=O)C1CCN(c2c(-c3ccccc3)c3cc(Cl)ccc3[nH]c2=O)CC1 ?
SRC3 TRFRET art: 1719; SRC1 TRFRET art: 1873

Results for Brc1ccc2c(c1)OCCOCCOCCOCCOCCO2 ?
SRC3 TRFRET art: 1577; SRC1 TRFRET art: 1958

What do the screens show for `Fc1ccc(Nc2nc(N/N=C/c3ccco3)nc(N3CCCCC3)n2)cc1`?
SRC3 TRFRET art: 1469; SRC1 TRFRET art: 1796

Results for COC(=O)/C=C1\S/C(=N/N=C/c2ccco2)NC1=O ?
SRC3 TRFRET art: 1730; SRC1 TRFRET art: 1850

How did CC1=CN2C(=NC(=O)CC2(C)C(=O)N(CC(=O)NC2CCCC2)c2cc(C)cc(C)c2)C=C1 (centres undefined) do in these assays?
SRC3 TRFRET art: 1570; SRC1 TRFRET art: 1759

How did O=C1C=C(O)C(n2cncn2)C(c2ccc3c(c2)OCO3)C1 (centres undefined) do in these assays?
SRC3 TRFRET art: 1679; SRC1 TRFRET art: 1918

How did COCCn1c(-c2ccc(OC)cc2)cnc1SCC(=O)Nc1ccc(OC)cc1OC do in these assays?
SRC3 TRFRET art: 1470; SRC1 TRFRET art: 1344

How did O=C(Nc1cccnc1)c1ccc(-c2ccc(Cl)cc2)o1 do in these assays?
SRC3 TRFRET art: 1609; SRC1 TRFRET art: 1778

What do the screens show for `CC(C(=O)Nc1nncs1)N1C(=O)C2C3C=CC(C3)C2C1=O` (centres undefined)?
SRC3 TRFRET art: 1468; SRC1 TRFRET art: 1298

What do the screens show for `COc1cccc(CNCc2cccnc2)c1OCc1ccccc1`?
SRC3 TRFRET art: 1703; SRC1 TRFRET art: 1545

Results for CCOC(=O)Cc1csc(NC(=O)c2ccc(S(=O)(=O)N(CCOC)CCOC)cc2)n1 ?
SRC3 TRFRET art: 1695; SRC1 TRFRET art: 1858

How did O=C(Nc1ccc2c(c1)OCO2)N1CCN(c2ccc(F)cc2)CC1 do in these assays?
SRC3 TRFRET art: 1587; SRC1 TRFRET art: 1921

How did O=C(N/N=C/c1ccc([N+](=O)[O-])s1)c1ccncc1 do in these assays?
SRC3 TRFRET art: 1403; SRC1 TRFRET art: 1725

Results for Cc1cccc(C)c1NC(=O)COC(=O)c1cccnc1 ?
SRC3 TRFRET art: 1435; SRC1 TRFRET art: 1747

What do the screens show for `Cc1cccc(C(=O)Nc2nnc(-c3ccco3)o2)c1`?
SRC3 TRFRET art: 1502; SRC1 TRFRET art: 1843

What do the screens show for `O=C(c1ccco1)N1CCN(C(=O)C2CC(c3ccc(F)cc3)=NO2)CC1` (centres undefined)?
SRC3 TRFRET art: 1521; SRC1 TRFRET art: 1675

What do the screens show for `O=C(Cn1c(NCCO)nc2ccccc21)N1CCN(Cc2ccccc2)CC1`?
SRC3 TRFRET art: 1590; SRC1 TRFRET art: 1774

What do the screens show for `CCOC(=O)CN(C(=O)CNC(=O)c1cccs1)C(C(=O)NC1CCCC1)c1ccncc1` (centres undefined)?
SRC3 TRFRET art: 1445; SRC1 TRFRET art: 1933

Results for Cc1nn(S(=O)(=O)c2cccc([N+](=O)[O-])c2)c(C)c1Br ?
SRC3 TRFRET art: 1557; SRC1 TRFRET art: 1708

What do the screens show for `O=C(Nc1ccncc1)c1ccc2ccccc2c1`?
SRC3 TRFRET art: 1577; SRC1 TRFRET art: 1615

What do the screens show for `CCN(CC)CCn1c(/N=C/c2cc(Br)ccc2O)nc2ccccc21`?
SRC3 TRFRET art: 1651; SRC1 TRFRET art: 2010

How did CCOC(=O)c1c(C)[nH]c(C(=O)COC(=O)/C=C/c2ccc(O)c(OC)c2)c1C do in these assays?
SRC3 TRFRET art: 1719; SRC1 TRFRET art: 1732

What do the screens show for `COc1cc(/C=C(\C#N)c2nnc(N3CCOCC3)n2-c2ccccc2)ccc1O`?
SRC3 TRFRET art: 1703; SRC1 TRFRET art: 1944

What do the screens show for `Cc1nc2ccccn2c1C(=O)C(=O)Nc1cc(F)ccc1F`?
SRC3 TRFRET art: 1543; SRC1 TRFRET art: 1803

What do the screens show for `CC(=O)c1cccc(NC(=S)NNC(=O)c2ccc(C)c([N+](=O)[O-])c2)c1`?
SRC3 TRFRET art: 1696; SRC1 TRFRET art: 1875

Results for CC(C)N(CCn1c(SCC(=O)N2CC(=O)Nc3ccccc32)nc2ccccc2c1=O)C(C)C ?
SRC3 TRFRET art: 1544; SRC1 TRFRET art: 1806

What do the screens show for `COc1ccc(C2CC(c3ccc(Br)cc3)=NN2C(=O)CSC2=NCCS2)cc1` (centres undefined)?
SRC3 TRFRET art: 2257*; SRC1 TRFRET art: 1958

Results for CCOC(=O)c1cnc2c(OC)cccc2c1N1CCN(c2ccccn2)CC1 ?
SRC3 TRFRET art: 1486; SRC1 TRFRET art: 1795

Results for Cc1cc(/C=N/n2cnnc2)c(O)c([N+](=O)[O-])c1 ?
SRC3 TRFRET art: 1460; SRC1 TRFRET art: 1875

Results for Cc1ccc(OCC(=O)Nc2ccc3c(c2)OCCO3)cc1C ?
SRC3 TRFRET art: 1628; SRC1 TRFRET art: 1748

What do the screens show for `Cc1cccc[n+]1CC(=O)c1ccc2c(c1)OCCO2`?
SRC3 TRFRET art: 1825; SRC1 TRFRET art: 1917

Results for COc1cc(NC(=S)N2CCN(CCO)CC2)c(OC)cc1Cl ?
SRC3 TRFRET art: 1391; SRC1 TRFRET art: 1857

Results for CS(=O)(=O)N(CC(=O)N1CCCCC1)Cc1ccc(Cl)cc1 ?
SRC3 TRFRET art: 1619; SRC1 TRFRET art: 2119

How did CS(=O)(=O)N(CC(=O)NC1CCCC1)C1CCCCC1 do in these assays?
SRC3 TRFRET art: 1529; SRC1 TRFRET art: 2107

How did c1ccc2nc3c(nc2c1)CCc1nonc1-3 do in these assays?
SRC3 TRFRET art: 1731; SRC1 TRFRET art: 1539

How did O=C(NC1=NCCS1)c1ccc(Cl)c(S(=O)(=O)N2CCCC2)c1 do in these assays?
SRC3 TRFRET art: 1639; SRC1 TRFRET art: 1752

How did CCCOc1ccc(Cc2nn[nH]n2)cc1 do in these assays?
SRC3 TRFRET art: 1551; SRC1 TRFRET art: 1818

How did O=C(NCc1ccccc1)C1CCCN(S(=O)(=O)c2cccc3nonc23)C1 (centres undefined) do in these assays?
SRC3 TRFRET art: 1679; SRC1 TRFRET art: 1428

Results for O=C(O)c1cccc(NC(CNS(=O)(=O)c2ccc(Cl)cc2)c2ccccc2)c1 (centres undefined) ?
SRC3 TRFRET art: 1818; SRC1 TRFRET art: 1850

Three entries picked at random from the list so far:
How did c1ccc2nc3c(nc2c1)CCc1nonc1-3 do in these assays?
SRC3 TRFRET art: 1731; SRC1 TRFRET art: 1539

How did CCCOc1ccc(Cc2nn[nH]n2)cc1 do in these assays?
SRC3 TRFRET art: 1551; SRC1 TRFRET art: 1818

What do the screens show for `Cc1cccc[n+]1CC(=O)c1ccc2c(c1)OCCO2`?
SRC3 TRFRET art: 1825; SRC1 TRFRET art: 1917

Later entries.
Results for O=C(NCc1ccccc1)c1cc(S(=O)(=O)N2CCCCC2)ccc1N1CCOCC1 ?
SRC3 TRFRET art: 1660; SRC1 TRFRET art: 1553

How did Cc1c(CCOC(=O)c2ccccc2)sc[n+]1Cc1ccccc1 do in these assays?
SRC3 TRFRET art: 1621; SRC1 TRFRET art: 2001

How did O=C(CC1C(=O)NCCN1C/C=C/c1ccccc1)NCCc1cccnc1 (centres undefined) do in these assays?
SRC3 TRFRET art: 1753; SRC1 TRFRET art: 1730

Results for COCCCNC(=O)C(=O)N/N=C/c1cc2c(cc1Br)OCO2 ?
SRC3 TRFRET art: 1522; SRC1 TRFRET art: 1939

What do the screens show for `COc1cccc(CC2(CO)CCCN(Cc3cn[nH]c3-c3cc(C)ccc3C)C2)c1` (centres undefined)?
SRC3 TRFRET art: 1594; SRC1 TRFRET art: 2004

Results for Cc1cc2nc(-c3cccnc3SCC(=O)NC(C)C)[nH]c2cc1C ?
SRC3 TRFRET art: 1480; SRC1 TRFRET art: 2022

Results for Cc1ncc(CO)c(/C=N/NC(=O)c2cc(O)c(O)c(O)c2)c1O ?
SRC3 TRFRET art: 1691; SRC1 TRFRET art: 1770

Results for NNC(=O)c1sc2cc(C(F)(F)F)cnc2c1-c1cccnc1 ?
SRC3 TRFRET art: 1485; SRC1 TRFRET art: 1769

How did COC(=O)c1ccc(CSc2nnc(NC(=O)C3CC(=O)N(c4ccc5c(c4)OCCO5)C3)s2)cc1 (centres undefined) do in these assays?
SRC3 TRFRET art: 1802; SRC1 TRFRET art: 2163

How did CO/N=C(\C(=O)O)c1csc(NN=C(C)C)n1 do in these assays?
SRC3 TRFRET art: 1712; SRC1 TRFRET art: 1784

Results for O=C(COC(=O)CCS(=O)(=O)c1ccc(Cl)cc1)NCCc1ccc(Cl)cc1Cl ?
SRC3 TRFRET art: 1598; SRC1 TRFRET art: 1672

What do the screens show for `CC(=O)N1CCN(C(=S)NCCc2ccccc2)CC1`?
SRC3 TRFRET art: 1414; SRC1 TRFRET art: 1640

What do the screens show for `O=C(CCNc1n[nH]c(=O)[nH]c1=O)N/N=C/c1ccccc1Br`?
SRC3 TRFRET art: 1304; SRC1 TRFRET art: 1690

What do the screens show for `COC(=O)Nc1nc(Sc2ncc(C(F)(F)F)cc2Cl)n[nH]1`?
SRC3 TRFRET art: 1476; SRC1 TRFRET art: 1821

What do the screens show for `O=C(CSc1c(Cl)cccc1Cl)NC1CCCc2ccccc21` (centres undefined)?
SRC3 TRFRET art: 1680; SRC1 TRFRET art: 1942

What do the screens show for `O=C(NC(=S)Nc1nc2c(ccc3ccccc32)s1)c1cccs1`?
SRC3 TRFRET art: 1396; SRC1 TRFRET art: 1987

How did Fc1ccc(C2CCCN2Cc2nc(CC3CC3)no2)cc1 (centres undefined) do in these assays?
SRC3 TRFRET art: 1565; SRC1 TRFRET art: 1607

What do the screens show for `COc1cc(NC(=S)NCc2cccnc2)cc(OC)c1OC`?
SRC3 TRFRET art: 1337; SRC1 TRFRET art: 1364

Results for Cc1occc1-c1nnc(SCCCC(=O)c2ccc(F)cc2)n1C ?
SRC3 TRFRET art: 1701; SRC1 TRFRET art: 1918

What do the screens show for `COc1ccc(C(=O)OC(C)CN2CCOCC2)cc1OC` (centres undefined)?
SRC3 TRFRET art: 1851; SRC1 TRFRET art: 1755

Grouped by structure, the compounds so far containing a thiophene ring, fused or not (4)
How did O=C(N/N=C/c1ccc([N+](=O)[O-])s1)c1ccncc1 do in these assays?
SRC3 TRFRET art: 1403; SRC1 TRFRET art: 1725

What do the screens show for `CCOC(=O)CN(C(=O)CNC(=O)c1cccs1)C(C(=O)NC1CCCC1)c1ccncc1` (centres undefined)?
SRC3 TRFRET art: 1445; SRC1 TRFRET art: 1933

Results for NNC(=O)c1sc2cc(C(F)(F)F)cnc2c1-c1cccnc1 ?
SRC3 TRFRET art: 1485; SRC1 TRFRET art: 1769

What do the screens show for `O=C(NC(=S)Nc1nc2c(ccc3ccccc32)s1)c1cccs1`?
SRC3 TRFRET art: 1396; SRC1 TRFRET art: 1987

(continued)
What do the screens show for `N#Cc1ccsc1NC(=O)COC(=O)c1ccc(NC(N)=O)cc1`?
SRC3 TRFRET art: 1470; SRC1 TRFRET art: 1919

Results for Nc1cccc(C(=O)N/N=C/c2ccsc2)c1 ?
SRC3 TRFRET art: 1799; SRC1 TRFRET art: 1671

What do the screens show for `COc1cc([N+](=O)[O-])cc2cc(C(=O)N3CCN=C3c3ccccc3)c(=O)oc12`?
SRC3 TRFRET art: 1586; SRC1 TRFRET art: 2007

How did O=C(OCC(=O)N1CCc2ccccc21)c1cncc(Br)c1 do in these assays?
SRC3 TRFRET art: 1578; SRC1 TRFRET art: 1979

What do the screens show for `COC(=O)c1nn(-c2ccc(-c3ccccc3)cc2)cc1O`?
SRC3 TRFRET art: 1440; SRC1 TRFRET art: 1825

Results for CCCc1nc2sc3c(c2c(=O)n1NC(=O)c1ccco1)CC(C)(C)OC3 ?
SRC3 TRFRET art: 1512; SRC1 TRFRET art: 1612

Results for Cc1[nH]nc(SCC(=O)N2CCCC2)c1[N+](=O)[O-] ?
SRC3 TRFRET art: 1660; SRC1 TRFRET art: 1736

How did CCC(=O)Nc1cc2[nH]c(=O)cc(C)c2cc1C do in these assays?
SRC3 TRFRET art: 1455; SRC1 TRFRET art: 1712

How did CCOc1cccc(=O)c2c(C)n(CC(=O)c3ccccc3)c(C)c12 do in these assays?
SRC3 TRFRET art: 1433; SRC1 TRFRET art: 1844

Results for COc1ccccc1N(CC(=O)NC1CCCC1)C(=O)c1oc(C(C)(C)C)cc1C ?
SRC3 TRFRET art: 1584; SRC1 TRFRET art: 1421

How did Cc1cc(OCC(=O)NCc2ccccn2)cc(C)c1Br do in these assays?
SRC3 TRFRET art: 1506; SRC1 TRFRET art: 1594

What do the screens show for `COc1ccc(CCNC(=O)c2n[nH]c3ccccc23)cc1`?
SRC3 TRFRET art: 1505; SRC1 TRFRET art: 1836

Results for COc1ccc(OC)c(CNC(=O)CCc2nc(-c3cccs3)no2)c1 ?
SRC3 TRFRET art: 1943; SRC1 TRFRET art: 1881

How did CCOC(=O)c1ccc(NCC(O)COc2ccccc2)cc1 (centres undefined) do in these assays?
SRC3 TRFRET art: 1343; SRC1 TRFRET art: 1738

Results for COc1cc(C(=O)Nc2ccc(C(C)=O)cc2)c(Br)c(OC)c1OC ?
SRC3 TRFRET art: 1466; SRC1 TRFRET art: 1554

A portion of the results above, for reference:
How did Cc1cc(OCC(=O)NCc2ccccn2)cc(C)c1Br do in these assays?
SRC3 TRFRET art: 1506; SRC1 TRFRET art: 1594

What do the screens show for `COc1ccc(CCNC(=O)c2n[nH]c3ccccc23)cc1`?
SRC3 TRFRET art: 1505; SRC1 TRFRET art: 1836
